Screening results: PubChem, University of Kansas High Throughput Screening Laboratory
mHTT CaM bind: inhibitors of human mutant huntingtin-calmodulin interaction; AID 1671202; inhibition, % at 15 µM; 3.6% of 190,000 active; AlphaScreen His-mHTT/GST-CaM binding, luminescence;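 note: 0% = both proteins with DMSO and 100% = one protein alone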
Target sequence (P42858 whole entry, looked up, stated change not applied): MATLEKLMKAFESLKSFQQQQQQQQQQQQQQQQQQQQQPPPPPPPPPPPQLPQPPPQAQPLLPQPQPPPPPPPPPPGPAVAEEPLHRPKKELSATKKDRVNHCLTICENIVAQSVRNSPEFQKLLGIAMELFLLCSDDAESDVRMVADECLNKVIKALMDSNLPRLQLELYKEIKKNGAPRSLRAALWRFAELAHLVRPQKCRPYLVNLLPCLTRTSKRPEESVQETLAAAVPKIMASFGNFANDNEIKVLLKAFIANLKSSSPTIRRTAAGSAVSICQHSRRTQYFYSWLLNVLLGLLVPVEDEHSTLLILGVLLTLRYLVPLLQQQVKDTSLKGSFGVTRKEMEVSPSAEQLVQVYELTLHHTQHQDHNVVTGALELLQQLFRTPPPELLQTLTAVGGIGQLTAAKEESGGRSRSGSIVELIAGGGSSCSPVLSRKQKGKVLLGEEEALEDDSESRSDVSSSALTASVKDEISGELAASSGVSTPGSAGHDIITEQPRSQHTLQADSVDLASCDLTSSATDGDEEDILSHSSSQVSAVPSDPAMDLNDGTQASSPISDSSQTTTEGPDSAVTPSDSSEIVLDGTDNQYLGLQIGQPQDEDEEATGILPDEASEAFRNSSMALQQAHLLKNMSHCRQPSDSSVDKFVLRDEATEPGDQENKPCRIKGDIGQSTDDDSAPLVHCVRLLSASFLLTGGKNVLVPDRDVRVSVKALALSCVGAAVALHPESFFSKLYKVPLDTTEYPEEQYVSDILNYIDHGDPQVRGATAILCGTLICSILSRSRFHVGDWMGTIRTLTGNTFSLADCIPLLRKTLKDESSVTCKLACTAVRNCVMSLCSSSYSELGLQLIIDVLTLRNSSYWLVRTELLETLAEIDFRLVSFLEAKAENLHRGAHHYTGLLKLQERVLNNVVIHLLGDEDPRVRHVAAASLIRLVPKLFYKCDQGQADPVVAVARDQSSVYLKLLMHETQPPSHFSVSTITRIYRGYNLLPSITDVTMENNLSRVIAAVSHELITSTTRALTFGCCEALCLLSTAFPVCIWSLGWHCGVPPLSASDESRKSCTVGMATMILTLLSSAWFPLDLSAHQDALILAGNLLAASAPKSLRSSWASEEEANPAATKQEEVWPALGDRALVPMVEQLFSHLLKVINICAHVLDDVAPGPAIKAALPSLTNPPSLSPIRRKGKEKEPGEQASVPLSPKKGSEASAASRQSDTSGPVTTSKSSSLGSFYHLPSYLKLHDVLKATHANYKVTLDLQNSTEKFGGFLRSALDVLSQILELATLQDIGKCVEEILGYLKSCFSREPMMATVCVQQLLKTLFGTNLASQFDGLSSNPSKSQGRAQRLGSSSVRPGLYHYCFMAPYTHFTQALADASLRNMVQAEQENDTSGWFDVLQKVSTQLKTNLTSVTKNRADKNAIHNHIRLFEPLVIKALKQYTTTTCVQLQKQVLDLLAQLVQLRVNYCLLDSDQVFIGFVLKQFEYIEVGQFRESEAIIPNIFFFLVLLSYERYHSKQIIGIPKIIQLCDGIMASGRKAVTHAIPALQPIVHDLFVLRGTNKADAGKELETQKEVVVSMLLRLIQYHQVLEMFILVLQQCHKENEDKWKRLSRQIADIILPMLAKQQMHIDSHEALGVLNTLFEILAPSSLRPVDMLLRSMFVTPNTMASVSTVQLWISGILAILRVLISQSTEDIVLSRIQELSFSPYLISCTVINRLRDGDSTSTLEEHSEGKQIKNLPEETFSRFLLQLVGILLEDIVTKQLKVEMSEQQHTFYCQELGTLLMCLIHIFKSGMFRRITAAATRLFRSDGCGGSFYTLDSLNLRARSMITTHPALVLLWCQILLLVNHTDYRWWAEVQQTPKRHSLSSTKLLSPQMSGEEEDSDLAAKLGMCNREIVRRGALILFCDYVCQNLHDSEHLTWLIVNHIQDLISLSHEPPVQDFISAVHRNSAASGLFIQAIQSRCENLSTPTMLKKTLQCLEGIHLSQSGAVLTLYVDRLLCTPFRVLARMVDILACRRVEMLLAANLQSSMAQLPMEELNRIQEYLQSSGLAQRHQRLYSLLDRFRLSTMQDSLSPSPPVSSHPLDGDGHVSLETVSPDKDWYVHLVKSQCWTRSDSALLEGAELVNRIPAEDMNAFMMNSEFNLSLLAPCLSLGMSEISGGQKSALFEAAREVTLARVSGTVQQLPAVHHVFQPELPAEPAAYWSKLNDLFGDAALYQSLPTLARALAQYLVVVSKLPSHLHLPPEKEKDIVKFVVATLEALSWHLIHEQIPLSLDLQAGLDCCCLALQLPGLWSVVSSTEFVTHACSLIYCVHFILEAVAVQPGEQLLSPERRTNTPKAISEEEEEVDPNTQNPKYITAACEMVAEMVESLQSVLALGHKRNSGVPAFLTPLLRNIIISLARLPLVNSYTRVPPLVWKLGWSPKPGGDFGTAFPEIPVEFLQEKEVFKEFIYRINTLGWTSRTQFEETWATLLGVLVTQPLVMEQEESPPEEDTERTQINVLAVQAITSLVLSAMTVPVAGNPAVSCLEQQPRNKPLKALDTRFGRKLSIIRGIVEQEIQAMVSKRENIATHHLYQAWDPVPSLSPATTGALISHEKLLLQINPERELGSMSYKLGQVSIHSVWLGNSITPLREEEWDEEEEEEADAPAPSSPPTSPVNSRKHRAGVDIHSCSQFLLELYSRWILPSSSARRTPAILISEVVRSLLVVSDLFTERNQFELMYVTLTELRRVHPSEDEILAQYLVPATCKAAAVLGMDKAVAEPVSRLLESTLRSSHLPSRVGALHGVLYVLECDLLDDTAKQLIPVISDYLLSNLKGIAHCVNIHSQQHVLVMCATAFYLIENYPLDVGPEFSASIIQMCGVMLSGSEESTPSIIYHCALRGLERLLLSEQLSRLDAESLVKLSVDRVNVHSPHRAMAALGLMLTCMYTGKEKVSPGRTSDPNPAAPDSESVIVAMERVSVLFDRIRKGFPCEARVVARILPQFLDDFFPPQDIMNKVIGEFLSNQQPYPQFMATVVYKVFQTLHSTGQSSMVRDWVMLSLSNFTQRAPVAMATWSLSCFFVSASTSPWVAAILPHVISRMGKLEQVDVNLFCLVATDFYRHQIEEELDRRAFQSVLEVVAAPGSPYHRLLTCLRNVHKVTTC
Pf apPOL inh: Pf-apPOL DNA polymerase inhibition | 0.25% of 210,000 active | inhibition, % at 10 µM | Recombinant Pf-apPOL, molecular beacon fluorescence, 1.5 h
* = called active by the depositor; i = inactive; / = not tested or not shown; & = joins results of further samples. Cut-off read from the data, not from the text of the source: active = inhibition above about 50%; inactive = the rest. Compounds were not picked by outcome; about 3.6% have a hit in one of these screens.

SMILES	mHTT CaM bind	Pf apPOL inh
CN(C(=O)C1c2ccccc2C(=O)N(C)C1c1cccs1)c1ccc(Cl)cc1 (stereo not drawn)	18	-8
CC(=O)NC1=NC(=O)/C(=C/c2ccc(-c3cccc(Cl)c3)o2)S1	8	0
O=C1CC2(CCN(C(=O)CN3C(=O)c4ccccc4C3=O)CC2)Oc2ccccc21	-4	-2
CC(C)CC(=O)NCC#CCOc1ccc2c(c1)OCO2	4	-8
CN1C(=O)NC(c2ccc(C(F)(F)F)cc2)C2=C1CC(C)(C)CC2=O (stereo not drawn)	-3	-1
O=[N+]([O-])c1ccc(N2CCN(c3cccc(C(F)(F)F)c3)CC2)s1	38	-1
O=C(Oc1ccccc1)Oc1ccc2c(c1)oc(=O)c1ccccc12	7	-1
CC(=O)c1ccc(N2CCN(CC(c3ccccc3)c3ccccc3)CC2)cc1	22	2
CCOc1ccc(NC(=O)NC2CCN(c3nc4ccccc4n(CC)c3=O)CC2)cc1	5	-5
COc1ccc(OC)c(N=c2oc3c(C)ncc(CO)c3cc2C(=O)Nc2ccccc2F)c1	14	1
O=C(Nc1c2c(nn1-c1ccccc1)CSC2)c1ccc(Br)cc1	7	7
O=C(CC(=O)c1ccccc1)Nc1ccc(C(=O)O)cc1	-2	-2
COC(=O)c1n[nH]nc1[N+](=O)[O-]	-1	/
COc1cc(CN(C2=NS(=O)(=O)c3ccccc32)c2ccc(C)cc2)ccc1O	17	-3
O=C1OC(c2ccccc2F)=N/C1=C\c1ccccc1I	2	1
Cc1cc(C)c(C)c(OCC(=O)NCCN2CCOCC2)c1	2	-2
Cc1ccc(C)c(OCC(=O)O/N=C(\N)c2ccccn2)c1	i	0
O=c1c(NCCN2CCCCC2)nc2ccncc2n1Cc1ccccc1	-3	-5
Cn1ncc(N2CCC(C(=O)NCC3CCCO3)CC2)cc1=O (stereo not drawn)	6	-2
CCCCCCN1C[C@@H](O)[C@H](n2cc(COC(=O)c3ccccc3)nn2)C[C@@H]1c1ccccc1	18	-1
CC1Cc2ccccc2N1C(=O)c1ccc(Cl)cc1 (stereo not drawn)	-39	2
COc1ccccc1NC(=O)c1ccc2nc(N3C(=O)CCC3=O)sc2c1	24	0
Cc1cc(=O)n(CC(=O)Nc2ccccc2C)c(N2CCCCC2)n1	-10	0
Cc1ccc(C(=O)Nc2ccc(NC(=O)c3cccs3)cc2)cc1C	-6	-4
Cc1c(-c2ccnc(N)n2)cnn1-c1ccccc1	/	-1

The list continues.
SMILES	mHTT CaM bind	Pf apPOL inh
COc1cc2cc(C(=O)N3CCN(c4cc(C)nc5ccccc45)CC3)c(=O)oc2cc1OC	/	-11
O=C(c1ccccc1Cl)N1CCc2c(nc[nH]c2=O)C1	-8	6
CC1(C(=O)NC2CCCCC2)Oc2cccnc2NC1=O (stereo not drawn)	-8	-4
CCOc1ccc(C(=O)NCCCn2ccnc2)cc1	-6	0
Cc1c(NC(=O)CSc2nc3ccc([N+](=O)[O-])cc3s2)c(=O)n(-c2ccccc2)n1C	11	-3
O=C1CC(c2nc3ccccc3[nH]2)CN1c1ccccc1 (stereo not drawn)	-1&2	-3&-1
CCCCN(CC)Cc1c(C)[nH]c2ccc(Cl)cc2c1=O	2	-4
N#CC(C#N)=CNCCN1CCN(C=C(C#N)C#N)CC1	/	1
COc1ccc(Cl)cc1C(=O)NCCN1CCOCC1	1	-3
Cc1ccsc1CN1CCc2nc(N3CCN(c4ccc(F)cc4)CC3)ncc2C1	18	-3
Cc1cc(C)c(C)c(S(=O)(=O)N2CCCC2)c1C	-18	-5
O=C1C2C=CC=CC2=Nc2ccc3nnnn3[n+]21 (stereo not drawn)	5	/
CCOc1ccc(NC(=O)CSc2nnc(-c3ccco3)c(-c3ccco3)n2)cc1	82*	-3
Cc1cccn2cc(C(=O)N3CCC(N4CCCCC4)CC3)nc12	6	-2
Cc1cc(NS(=O)(=O)c2ccc(NC(=O)C(C)Oc3cccc(Cl)c3)cc2)nc(C)n1 (stereo not drawn)	6	-8
C#CCNC(=O)C1CC(=O)N(c2ccc(C(C)C)cc2)C1 (stereo not drawn)	-2	0
COc1cc(CNc2ccc(F)c(Cl)c2)cc2c1OCO2	21	1
O=S(=O)(NCC1(c2cccs2)CCOCC1)c1ccc(Cl)s1	-14	-2
COc1cc(Cl)ccc1NC(=O)Cn1cnc([N+](=O)[O-])n1	-2	0
Cc1ccc(N2C(=O)N(c3ccc(Cl)c(Cl)c3)C3CS(=O)(=O)CC32)cc1 (stereo not drawn)	3	-4
O=C(C1CC(=O)N(C2CCN(Cc3ccccc3)CC2)C1)N1CCCC1 (stereo not drawn)	2	0
CC(C(=O)N1CCCc2ccccc21)N1C(=O)c2ccccc2C1=O (stereo not drawn)	-4	1
Nc1ccc(Oc2ccc3c(c2)C(=O)N(Cc2cccnc2)C3=O)cc1	14	1
Cc1ccc2c(c1)C1OCCC1C(c1ccncc1)N2 (stereo not drawn)	-3	/
CCc1ccc(C(=O)Nc2ccc(C)c(-n3cnnn3)c2)cc1	-6	-3

Quoted from the listing:
COc1cc(Cl)ccc1NC(=O)Cn1cnc([N+](=O)[O-])n1 in mHTT CaM bind shows -2
O=C(C1CC(=O)N(C2CCN(Cc3ccccc3)CC2)C1)N1CCCC1 (stereo not drawn) in Pf apPOL inh shows 0
O=C(c1ccccc1Cl)N1CCc2c(nc[nH]c2=O)C1 in Pf apPOL inh shows 6
CC1(C(=O)NC2CCCCC2)Oc2cccnc2NC1=O (stereo not drawn) in mHTT CaM bind shows -8

(more compounds)
SMILES	mHTT CaM bind	Pf apPOL inh
Cc1ccc(S(=O)(=O)N2CCc3nc[nH]c3C2)cc1C	-6	1
Cc1ccccc1CS(=O)(=O)CCC(=O)NCCCOC(C)C	-7	-10
O=C(Nc1ccccn1)c1cc(Br)ccc1Cl	3	3
O=C(Cn1cccc1-c1nnc(C2CC2)o1)Nc1ccccc1	0	6
O=C(CSc1ccc(-c2cccnc2)nn1)N1CCN(c2ccccc2)CC1	-1	0
COc1ccc(CC(=O)Nc2ccc(F)cc2)cc1	-8	-9
O=C(NCC1CCCO1)c1nccnc1-c1nc2ccccc2s1 (stereo not drawn)	-7	-7
Cc1nc(C2CCCN2S(=O)(=O)c2ccc(C#N)cc2)n[nH]1 (stereo not drawn)	-2	10
O=C1C(=Cc2ccccc2)Oc2c1ccc1c2CN(CCN2CCOCC2)CO1	45	-23
CC(=O)NC1C(Oc2ccc3ccccc3c2)OC(COC(C)=O)C(OC(C)=O)C1OC(C)=O (stereo not drawn)	22	-14
O=C(C=Cc1cccs1)Nc1ccc(N2CCOCC2)c(C(=O)O)c1	/	-33
COc1cc(CSc2nc(CC(=O)Nc3ccccc3C(N)=O)cs2)cc(OC)c1	9	-2
O=C(NCCNCCO)c1c(O)c2cccc3c2n(c1=O)CC3	4	-4
CCN(CC1CC(c2ccc(Cl)c(Cl)c2)=NO1)C(=O)C1CC1 (stereo not drawn)	-13	-2
Cc1cc(C(=O)Nc2ccc(Cl)cc2)nc2ccnn12	-15	0
CC(C)(C)N=C1Nc2ncccc2NC12CCN(C(=O)NC1CCCCC1)C2 (stereo not drawn)	3	-4
Cc1ccc(S(=O)(=O)Nc2ccccc2SCCS(=O)(=O)c2ccc(Cl)cc2)cc1	/	-6
CN1c2ccc(Cl)cc2C(=O)NC12CCN(C(=O)Nc1ccccc1)CC2	2	0
Cc1cc(C)cc(NC(=O)c2cc3n(n2)CCCN(Cc2ccccc2)C3=O)c1	1	-4
CC(C)c1ccc(OCC(=O)Nc2ncn[nH]2)cc1	2	-3
Cc1ccccc1NC(=O)NC1CCN(c2ccccc2)C1=O (stereo not drawn)	-3	-2
CCOC(=O)c1sc(SCc2ccccc2)c2c1CC(c1ccc(C)cc1)CC2O (stereo not drawn)	/	-4
O=C(Nc1cccc(C(F)(F)F)c1)c1ccc(Br)c([N+](=O)[O-])c1	7	-5
O=C(c1ccccn1)N1CCC(c2nc(-c3ccc(F)cc3)n[nH]2)CC1	0	-6
COc1cc2c(cc1OC)C(C(=O)N1CCC(C)CC1)C1c3ccccc3CCN1C2=O (stereo not drawn)	21	1

Next part:
SMILES	mHTT CaM bind	Pf apPOL inh
CC(=O)c1ccccc1OC(=O)c1ccc([N+](=O)[O-])o1	/	2
CCOc1cc(CN2CCCC2c2cc(C)on2)ccc1OCC(N)=O (stereo not drawn)	20	-10
O=[N+]([O-])c1ccc2nc3c(nc2c1)-c1cccc2cccc-3c12	0	/
CSc1ccc(C2C(C#N)=C(N)Oc3cc(C)n(CCCn4ccnc4)c(=O)c32)cc1 (stereo not drawn)	3	4
CC(C)NC(=O)c1ccc(-c2ccc(N3CCSCC3)nc2)cc1	-1	2
O=C(NCc1ccco1)N1CCC2(CC1)Nc1ccccc1-n1cccc12	68*	3
CC1(C)OC(=O)N(CCCN2C(=O)OC(C)(C)C2(C)O)C1(C)O (stereo not drawn)	-5&-4	0
O=C(NC1CC1)c1cn2ccnc(-c3ccc(F)cc3)c2n1	-4	2
COc1ccc(C(=O)N2CCN(c3nc4c(Cl)cccc4s3)CC2)c(OC)c1	32	-13
O=[N+]([O-])c1ccc(Cl)c(-c2ncnn2-c2ccc(Br)cc2)c1	9	-1
O=C(c1cccs1)N1CCN(c2nc(CN3CCOCC3)cs2)CC1	12	2
CC1=NN(c2ccccc2)C(=O)/C1=C/c1ccc[nH]1	81*	-10
COc1cccc(-c2cc(C3CCN(C(=O)Nc4cccc(C)c4)CC3)[nH]n2)c1	12	-1
OCC1OC(n2cnc3c(Cl)ncnc32)C(O)C1O (stereo not drawn)	0	0
COc1ccc(Cl)cc1NC(=O)N1CCN(CCc2ccccc2)CC1	/	-3&-21
COc1ccc(NC(=O)N2CCCC2c2ccccc2Cl)c(OC)c1 (stereo not drawn)	2	-5
O=C1c2ccc([N+](=O)[O-])cc2C(=O)N1CNc1ccc(Cl)cc1	2	-1
COc1ccccc1OCCNC(=O)C1CCN(c2nccnc2Oc2ccccc2)CC1	1	-4
CC(C)c1ccc(NS(=O)(=O)c2cc(Br)cc3c2N(C(=O)C2CC2)CC3)cc1	10	-3
CN1CCN(c2nc3nonc3nc2Nc2ccc(F)cc2)CC1	5	-3
C=CCNC(=O)c1cc2c(=O)n3cccc(C)c3nc2n(CCc2ccccc2)c1=N	3	-1
O=C(CCSc1nc2ccccc2o1)Nc1ccccc1Br	1	-6
CCCCn1cnc2sc3c(c2c1=N)CCCCC3	0	1
COCc1cc(=O)[nH]c(C(C)C)n1	-8	1
CC1=C(C)CC2C(=O)N(C(Cc3ccccc3)C(=O)O)C(=O)C2C1 (stereo not drawn)	/	0

Rewritten field by field: entries from further up.
CCCCCCN1C[C@@H](O)[C@H](n2cc(COC(=O)c3ccccc3)nn2)C[C@@H]1c1ccccc1
  mHTT CaM bind: 18; Pf apPOL inh: -1

CC1Cc2ccccc2N1C(=O)c1ccc(Cl)cc1 (stereo not drawn)
  mHTT CaM bind: -39; Pf apPOL inh: 2

COc1ccccc1NC(=O)c1ccc2nc(N3C(=O)CCC3=O)sc2c1
  mHTT CaM bind: 24; Pf apPOL inh: 0

Cc1cc(=O)n(CC(=O)Nc2ccccc2C)c(N2CCCCC2)n1
  mHTT CaM bind: -10; Pf apPOL inh: 0

Remaining list, next part
SMILES	mHTT CaM bind	Pf apPOL inh
CC(C)c1nc(CN(C)Cc2ccccc2)cc(=O)[nH]1	-6	-2
CNC(=O)c1sc(-c2cccc(C)c2)nc1C	5	-6
O=C(NCCSc1c(-c2ccc(Br)cc2)[nH]c2ccccc12)c1ccco1	34	-2
CC(C)NC(=O)N1CC(c2nc(-c3cccnc3)no2)C2(CCOCC2)C1 (stereo not drawn)	0	-1
CN1CCN(CCC(=O)Nc2nccs2)CC1	2	-9
CC(C(=O)NCCCN1CCCCC1)C1CCN(S(=O)(=O)c2cccs2)CC1 (stereo not drawn)	-8	-4
Cc1ccc(Oc2nc3ccccc3n3cnnc23)cc1	6	5
O=C(CCS(=O)(=O)c1ccc(F)cc1)Nc1nc(-c2ccc(Cl)s2)cs1	-12	-5
Cc1nnc2ccc(N3CCN(C(=O)COc4ccc5c(c4)OCO5)CC3)nn12	-2	-5
N#Cc1nc(C=Cc2cccs2)oc1N1CCN(C(=O)c2ccccc2Cl)CC1	4	-12
C=CCc1ccc(OCCCOc2ccccc2C(C)=O)c(OC)c1	-29	-15
O=[N+]([O-])c1cc(C2C=C(c3ccc(Cl)cc3)Nc3ncnn32)ccc1Cl (stereo not drawn)	22	-3
CCOc1ccc(C(=O)NCCc2cc3c(OC)ccc(OC)c3[nH]c2=O)cc1OCC	14	-6
COC(=O)CSc1ncnc2c1nnn2C	-10	-3
Cc1ccccc1CNC(=O)c1cc2n(n1)CCCC2	-2	1
Cc1ccc(C(=O)C[n+]2cc(Br)cc(Br)c2)cc1[N+](=O)[O-]	30	1
CCOc1ccc(N2CC(c3nnc(NC(=O)Cc4ccc(Cl)cc4)o3)CC2=O)cc1 (stereo not drawn)	-2	-26
NNC(=O)C1C(=O)NCC1c1ccccc1 (stereo not drawn)	-4	0
COc1cc(C(=O)Nc2c3c(nn2C(C)(C)C)CSC3)cc(OC)c1OC	19	6
O=C(O)c1ccc(Oc2ccc3c(c2)C(=O)N(c2ccc([N+](=O)[O-])cc2)C3=O)cc1	0	0
Cc1ccc(Sc2c(C)nn(S(=O)(=O)c3cccs3)c2C)cc1	-24	6
CC(C)CC(=O)Nc1c2c(nn1-c1ccc(Cl)cc1)CSC2	-3	5
O=C(O)COc1ccc(NC(=O)COc2ccccc2Cl)cc1	-3	-7
COC(=O)C[C@H]1c2cc(C(F)(F)F)ccc2S(=O)(=O)N1C1CCCC1	-14	2
CCSc1nnc2c(n1)OC(c1cccc(O)c1)Nc1ccccc1-2 (stereo not drawn)	-2	1
CCN(CC)CCCOc1ccccc1OC	-1	-8

Exported as comma-separated lines: entries from further up.
Molecule,mHTT CaM bind,Pf apPOL inh
CN1CCN(CCC(=O)Nc2nccs2)CC1,2,-9
CC(C(=O)NCCCN1CCCCC1)C1CCN(S(=O)(=O)c2cccs2)CC1 (stereo not drawn),-8,-4
Cc1ccc(Oc2nc3ccccc3n3cnnc23)cc1,6,5
O=C(CCS(=O)(=O)c1ccc(F)cc1)Nc1nc(-c2ccc(Cl)s2)cs1,-12,-5
